proCasp3 act = activators of human procaspase-3 D3A mutant, primary screen, biochemical, absorbance, PC-3 D3A mutant, single concentration; Caspase-3 (Homo sapiens), P42574; recombinant procaspase-3 D3A, Ac-DEVD-pNA absorbance 405 nm; activation, % at 8.5 µM; 0.11% of 330,000 active; AID 463141, 2010;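 active means activation above the mean of all tested compounds plus 3 SD, cut at about 21% in these data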;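 further: 0% = DMSO alone and 100% = DMSO wells spiked with extra 5 µM PC-3 D3A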
Target sequence (P42574 whole entry D9A/D28A/D175A): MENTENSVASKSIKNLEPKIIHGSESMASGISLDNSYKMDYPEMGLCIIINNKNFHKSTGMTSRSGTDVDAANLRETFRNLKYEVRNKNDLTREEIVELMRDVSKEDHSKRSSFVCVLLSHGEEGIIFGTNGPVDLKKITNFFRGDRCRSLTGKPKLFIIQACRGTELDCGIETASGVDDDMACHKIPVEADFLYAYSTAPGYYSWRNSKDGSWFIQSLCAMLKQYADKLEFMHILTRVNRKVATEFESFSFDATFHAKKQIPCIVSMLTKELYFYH
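Assay system – Procaspase-3 D3A mutant, all three cleavage aspartates alanine · Controls – DMSO-only low control, 5 µM PC-3 D3A high control · Schedule – 1 h compound preincubation, 2 h substrate hydrolysis at 25 °C · Signal – 405 nm absorbance of p-nitroaniline, reads at 0 and 120 min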
MEP2-GFP yeast = modulators of MEP2-GFP levels in yeast, primary screen, S. cerevisiae, multiplex flow cytometry, MLPCN library; S. cerevisiae MEP2-GFP strain, 3 h; 100% = DMSO control level; GFP response vs DMSO, % at 10 µM; 0.51% of 330,000 active;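 active means GFP response versus DMSO above a set limit, roughly screen mean plus 3 SD, cut at about 180% in these data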;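 further: median GFP fluorescence of the barcode-gated MEP2-GFP cells per well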
LAP4-GFP MLPCN = modulators of LAP4-GFP expression in yeast, primary screen, S. cerevisiae, multiplex flow cytometry, MLPCN library; 3 h; median GFP as percent of DMSO wells; GFP response vs DMSO, % at 10 µM; 0.34% of 320,000 active;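 active means GFP response vs DMSO above a set limit, about the screen mean plus 3 SD, cut at about 150% in these data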
GASC-1 inh = inhibitors of GASC-1 histone demethylase, primary screen, biochemical, fluorescence, DELFIA europium; Lysine-specific demethylase 4C (Homo sapiens), Q9H3R0; GST-JMJD2C(1-420) H3K9me3 demethylation; inhibition, % at 2.35 µM; 0.069% of 330,000 active;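 active means more than half of a compound's replicate wells show inhibition beyond 50%, single wells judged on their own value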;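 further: signal counts dimethyl H3K9 product captured on neutravidin plate; 0% = median of DMSO wells and 100% = 0.3 times that DMSO median; strong numbers were not always called active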
Target sequence (Q9H3R0 1-420 limits assumed): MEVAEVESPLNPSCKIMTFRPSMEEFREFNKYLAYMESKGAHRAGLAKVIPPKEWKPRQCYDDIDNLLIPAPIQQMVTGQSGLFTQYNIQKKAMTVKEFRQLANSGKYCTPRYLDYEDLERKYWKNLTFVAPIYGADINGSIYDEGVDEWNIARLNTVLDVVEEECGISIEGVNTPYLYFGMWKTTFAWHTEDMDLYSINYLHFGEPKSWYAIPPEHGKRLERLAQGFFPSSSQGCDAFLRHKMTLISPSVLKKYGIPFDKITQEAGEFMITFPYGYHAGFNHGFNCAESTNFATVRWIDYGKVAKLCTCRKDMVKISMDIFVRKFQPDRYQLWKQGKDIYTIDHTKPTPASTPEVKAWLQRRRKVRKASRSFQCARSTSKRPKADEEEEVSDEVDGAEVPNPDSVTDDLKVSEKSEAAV
proCasp7 act = procaspase-7 activators, primary screen, counter-screen for procaspase-3 activator project, biochemical, absorbance, HTS, human. 0.093% of 330,000 active. recombinant procaspase-7, Ac-DEVD-pNA absorbance 405 nm; D23A/D198A/D206A triple mutant, cannot self-cleave; scale: DMSO 0, 5 µM enzyme 100. activation, % at 8.5 µM. Caspase-7 (Homo sapiens), P55210;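 active means percent activation above the screen-wide mean plus 3 SD, cut at about 25% in these data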
Target sequence (P55210 whole entry D23A/D198A/D206A): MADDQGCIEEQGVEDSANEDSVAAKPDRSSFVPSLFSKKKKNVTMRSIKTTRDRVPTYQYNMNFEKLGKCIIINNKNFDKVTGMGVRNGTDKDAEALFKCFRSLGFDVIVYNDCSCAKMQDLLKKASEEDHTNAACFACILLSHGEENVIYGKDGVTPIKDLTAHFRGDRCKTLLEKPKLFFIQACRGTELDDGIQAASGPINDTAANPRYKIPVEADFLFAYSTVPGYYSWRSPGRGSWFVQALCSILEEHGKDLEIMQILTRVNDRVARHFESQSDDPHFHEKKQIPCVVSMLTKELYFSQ
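Detection: p-Nitroaniline absorbance at 405 nm, read at 0 and 120 min; system: Uncleavable procaspase-7 mutant enzyme; evaluation: % activation from two-timepoint absorbance difference, scaled to controls; times: 1 h enzyme–compound preincubation and 2 h substrate reaction, both 25 °C; buffer or medium: Zinc-free HEPES pH 7.4 with 300 mM NaCl, 0.01% Triton X-100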
RPL19A-GFP yeast = RPL19A-GFP expression modulators in yeast, primary screen, cell-based, S. cerevisiae, multiplex flow cytometry, MLPCN; S. cerevisiae RPL19A-GFP strain, 3 h; stronger effect = lower value; percent response vs DMSO, % at 10 µM; 0.3% of 330,000 active;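 active means percent response vs DMSO below 50%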;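 further: median channel GFP fluorescence of the barcoded RPL19A-GFP strain; ratio of sample median GFP to plate DMSO average so 100% = DMSO; lower means less RPL19A-GFP as with rapamycin TOR inhibition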
CR mimetic SO = reduction of superoxide in aged yeast, primary screen, HTS | S. cerevisiae aged cells, superoxide DHE fluorescence; stronger effect = lower value | superoxide response (% of plate mean), % at 10 µM | 0.18% of 330,000 active | AID 2690, 2010;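 active means superoxide response under a set limit, about three screen SD below normal, cut at about 65% in these data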;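 further: yeast aged for seven days with compound at 30 °C before DHE staining; 100% = average MFI of all compound-treated wells on the plate with controls excluded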
AHR activator = AHR activators, primary screen, cell-based, luminescence, luciferase reporter, human. AHR-responsive luciferase reporter cells. activation, % at 5 µM. 2.5% of 320,000 active. AID 2796, 2010; in the data active means activation above about 47%;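 further: 0% = vehicle wells and 100% = reference agonist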
* hit, by the source's call.

Screening CC1CCN(C(=O)CSc2nnc(CNC(=O)COc3ccc(Cl)cc3)o2)CC1 returned proCasp3 act 0, MEP2-GFP yeast 101, LAP4-GFP MLPCN 94, GASC-1 inh -2, proCasp7 act 4, RPL19A-GFP yeast 97, CR mimetic SO 91 and AHR activator 4.
Screening O=C(c1ccc(N2CCN(C(=O)c3ccc(F)c(F)c3)CC2)cc1)c1cccc(F)c1 returned proCasp3 act -1, MEP2-GFP yeast 105, LAP4-GFP MLPCN 130, GASC-1 inh -42, proCasp7 act 10, RPL19A-GFP yeast 110, CR mimetic SO 103 and AHR activator 1.
For COc1ccccc1N1CCN(CCCCOc2cccc3ccccc23)CC1 the results were proCasp3 act 4, MEP2-GFP yeast 110, LAP4-GFP MLPCN 106, GASC-1 inh -4, proCasp7 act -7, RPL19A-GFP yeast 106, CR mimetic SO 104 and AHR activator -2.
For NCCCCc1cn(CC(=O)N2CCNCC2)nn1 the results were proCasp3 act 6, MEP2-GFP yeast 94, LAP4-GFP MLPCN 109, GASC-1 inh 9, proCasp7 act 4, RPL19A-GFP yeast 108, CR mimetic SO 104 and AHR activator 2.
For Cc1cccc(NC2=NCC(=O)N2Cc2ccccc2)c1 the results were proCasp3 act 0, MEP2-GFP yeast 97, LAP4-GFP MLPCN 87, GASC-1 inh 3, proCasp7 act -5, RPL19A-GFP yeast 97, CR mimetic SO 105 and AHR activator 11.
`N#CCC(=O)c1ccccc1Oc1ccc(Cl)cc1` gave proCasp3 act 0, MEP2-GFP yeast 87, LAP4-GFP MLPCN 91, GASC-1 inh 7, proCasp7 act -3, RPL19A-GFP yeast 102, CR mimetic SO 93 and AHR activator 0.
`O=C(NN=C1CCCC1)c1[nH]c2ccc(Br)cc2c1-c1ccccc1` gave proCasp3 act 9, MEP2-GFP yeast 106, LAP4-GFP MLPCN 116, proCasp7 act 11, RPL19A-GFP yeast 93, CR mimetic SO 73 and AHR activator 6.
`CC(=O)Nc1ccc(S(=O)(=O)N2CCN(C(=O)c3ccccc3F)CC2)cc1` gave proCasp3 act 2, MEP2-GFP yeast 96, LAP4-GFP MLPCN 91, proCasp7 act 5, RPL19A-GFP yeast 98, CR mimetic SO 95 and AHR activator 0.
`CCN1C2=NCCCN2c2ccccc21` gave proCasp3 act 0, MEP2-GFP yeast 102, LAP4-GFP MLPCN 107, GASC-1 inh -3, proCasp7 act -3, RPL19A-GFP yeast 104, CR mimetic SO 92 and AHR activator 4.
`COc1cccc(CNC(=O)c2csc3c2CCCC3)c1` gave proCasp3 act -1, MEP2-GFP yeast 96, LAP4-GFP MLPCN 124, GASC-1 inh -17, proCasp7 act 10, RPL19A-GFP yeast 102, CR mimetic SO 117 and AHR activator 13.
COc1ccccc1NC(=O)c1ccc[n+]([O-])c1 was read as proCasp3 act 8, MEP2-GFP yeast 101, LAP4-GFP MLPCN 90, GASC-1 inh 9, proCasp7 act -5, RPL19A-GFP yeast 101, CR mimetic SO 100 and AHR activator 2.
`COc1cccc(NC(=O)CCS(=O)(=O)c2cc3c(cc2Cl)NC(=O)CO3)c1` gave proCasp3 act -1, MEP2-GFP yeast 95, LAP4-GFP MLPCN 91, GASC-1 inh -4, proCasp7 act -5, RPL19A-GFP yeast 93, CR mimetic SO 92 and AHR activator 2.
Screening O=C(NCCN1CCc2ccccc2C1)C1CC(=O)N(C2CCCC2)C1 (centres undefined) returned proCasp3 act 7, MEP2-GFP yeast 102, LAP4-GFP MLPCN 100, GASC-1 inh -8, proCasp7 act 0, RPL19A-GFP yeast 100, CR mimetic SO 103 and AHR activator 5.
For CC(C)(C)NC(=O)c1ccccc1NC(=O)C1CCCO1 (centres undefined) the results were proCasp3 act -2, MEP2-GFP yeast 102, LAP4-GFP MLPCN 104, GASC-1 inh 3, proCasp7 act 11, RPL19A-GFP yeast 102, CR mimetic SO 101 and AHR activator 0.
`CCOC(=O)c1c(C)[nH]c(C)c1S(=O)(=O)NCc1ccccc1OCC` gave proCasp3 act 2, MEP2-GFP yeast 104, LAP4-GFP MLPCN 98, GASC-1 inh -9, proCasp7 act 11, RPL19A-GFP yeast 101, CR mimetic SO 85 and AHR activator 23.
`CCCOC(=O)C[N+](C)(C)CCOC1CC2CCC1(C)C2(C)C` (centres undefined) gave proCasp3 act 10, MEP2-GFP yeast 93, LAP4-GFP MLPCN 103, GASC-1 inh -8, proCasp7 act 5, RPL19A-GFP yeast 92, CR mimetic SO 101 and AHR activator 2.
`CCSc1nnc(NC(=O)CCNS(=O)(=O)c2cc(Br)cnc2N)s1` gave proCasp3 act 4, MEP2-GFP yeast 105, LAP4-GFP MLPCN 106, GASC-1 inh 0, proCasp7 act -5, RPL19A-GFP yeast 98, CR mimetic SO 125 and AHR activator 1.
`Cc1ccc(NS(=O)(=O)c2ccc(C(=O)N3CCN(S(=O)(=O)c4ccccc4)CC3)cc2)cc1` gave proCasp3 act 0, MEP2-GFP yeast 96, LAP4-GFP MLPCN 97, GASC-1 inh 2, proCasp7 act -1, RPL19A-GFP yeast 100, CR mimetic SO 102 and AHR activator 5.
`CCc1ccc(C2c3[nH]c4ccccc4c3CCN2C(=O)c2cc[n+]([O-])cc2)cc1` (centres undefined) gave proCasp3 act -8, MEP2-GFP yeast 106, LAP4-GFP MLPCN 107, GASC-1 inh 1, proCasp7 act -9, RPL19A-GFP yeast 100, CR mimetic SO 102 and AHR activator 39.
For COC(=O)C1=C(C(=O)OC)[C@@H]2Nc3ccccc3[C@@]23C[C@@H](C(=O)OC)N(C(=O)CC(C)C)C3=N1 the results were proCasp3 act 3, MEP2-GFP yeast 103, LAP4-GFP MLPCN 98, GASC-1 inh 5, proCasp7 act -6, RPL19A-GFP yeast 101, CR mimetic SO 106 and AHR activator 8.
Screening CCC(C)(C(=O)NC1CCCC1)N(C(=O)c1cnccn1)c1ccccc1 (centres undefined) returned proCasp3 act 9, MEP2-GFP yeast 97, LAP4-GFP MLPCN 102, GASC-1 inh 6, proCasp7 act 5, RPL19A-GFP yeast 98, CR mimetic SO 93 and AHR activator 3.
O=C(COC(=O)C1CC(=O)N(Cc2ccccc2)C1)Nc1ccc(Cl)cc1F (centres undefined) was read as proCasp3 act -1, MEP2-GFP yeast 88, LAP4-GFP MLPCN 91, GASC-1 inh 19, proCasp7 act 3, RPL19A-GFP yeast 94, CR mimetic SO 99 and AHR activator -1.
`Cn1ccsc1=NC(=O)c1ccc(=O)[nH]c1` gave proCasp3 act 7, MEP2-GFP yeast 100, LAP4-GFP MLPCN 82, GASC-1 inh -6, proCasp7 act -7, RPL19A-GFP yeast 109, CR mimetic SO 127 and AHR activator 9.
For [N-]=[N+]=NC1c2ccccc2C(=O)N1Cc1ccccc1 (centres undefined) the results were proCasp3 act 1, MEP2-GFP yeast 107, LAP4-GFP MLPCN 87, GASC-1 inh -20, proCasp7 act 0, RPL19A-GFP yeast 94, CR mimetic SO 104 and AHR activator -1.
Cc1ccc(CNC(=O)CC(C)S(=O)(=O)c2ccc3c(c2)NC(=O)C(C)S3)cc1 (centres undefined) was read as proCasp3 act 11, MEP2-GFP yeast 91, LAP4-GFP MLPCN 102, GASC-1 inh -2, proCasp7 act 16, RPL19A-GFP yeast 98, CR mimetic SO 94 and AHR activator 2.
Screening C/C=C/c1ccc(OCC(=O)N2CCc3cc(OC)c(OC)cc3C2)c(OC)c1 returned proCasp3 act 0, MEP2-GFP yeast 101, LAP4-GFP MLPCN 117, GASC-1 inh 6, proCasp7 act 3, RPL19A-GFP yeast 102, CR mimetic SO 92 and AHR activator 11.
`C/C(=N\NC(=O)c1nn(C)cc1Br)c1ccncc1` gave proCasp3 act -1, MEP2-GFP yeast 100, LAP4-GFP MLPCN 98, GASC-1 inh 9, proCasp7 act 0, RPL19A-GFP yeast 100, CR mimetic SO 89 and AHR activator 3.
Screening CC(=O)c1ccc(N2CCN(C(=O)C3CCN(S(=O)(=O)c4ccc(F)cc4)CC3)CC2)cc1 returned proCasp3 act 4, MEP2-GFP yeast 100, LAP4-GFP MLPCN 98, GASC-1 inh 0, proCasp7 act 9, RPL19A-GFP yeast 104, CR mimetic SO 103 and AHR activator 1.
For O=C(O)c1sccc1Oc1ccc(NS(=O)(=O)c2ccc(Cl)cc2)cc1 the results were proCasp3 act -7, MEP2-GFP yeast 90, LAP4-GFP MLPCN 88, GASC-1 inh -9, proCasp7 act -3, RPL19A-GFP yeast 91, CR mimetic SO 100 and AHR activator 0.
For O=C(C1CCC1)N1CCc2cc(S(=O)(=O)Nc3ccc4c(c3)OCCO4)ccc21 the results were proCasp3 act 0, MEP2-GFP yeast 94, LAP4-GFP MLPCN 86, GASC-1 inh 28, proCasp7 act -3, RPL19A-GFP yeast 100, CR mimetic SO 101 and AHR activator 8.
Cc1cc(C)n(-c2cccc3cccnc23)n1 was read as proCasp3 act -9, MEP2-GFP yeast 103, LAP4-GFP MLPCN 95, GASC-1 inh inactive, proCasp7 act 8, RPL19A-GFP yeast 104, CR mimetic SO 109 and AHR activator 0.
For Cc1cccc(-n2c(C)cc(/C=C3\C(=N)N4N=C(CC(C)C)SC4=NC3=O)c2C)c1 the results were proCasp3 act -2, MEP2-GFP yeast 103, LAP4-GFP MLPCN 98, GASC-1 inh 10, proCasp7 act -4, RPL19A-GFP yeast 106, CR mimetic SO 105 and AHR activator -1.
`C=CCOC(=O)Nc1snnc1C` gave proCasp3 act -9, MEP2-GFP yeast 104, LAP4-GFP MLPCN 94, GASC-1 inh 10, proCasp7 act 5, RPL19A-GFP yeast 96, CR mimetic SO 86 and AHR activator 1.
Screening COc1ccc(NC(=O)CN2CCC(NC(=O)C3CCCCC3)CC2)c([N+](=O)[O-])c1 returned proCasp3 act 4, MEP2-GFP yeast 109, LAP4-GFP MLPCN 103, GASC-1 inh -3, proCasp7 act -8, RPL19A-GFP yeast 103, CR mimetic SO 123 and AHR activator 0.
Cc1ccc(N2C(=O)CSC2c2cccnc2)cc1F (centres undefined) was read as proCasp3 act 3, MEP2-GFP yeast 106, LAP4-GFP MLPCN 104, GASC-1 inh -4, proCasp7 act 9, RPL19A-GFP yeast 99, CR mimetic SO 104 and AHR activator -1.
For Cc1occc1C(=O)Nc1cccc(C(F)(F)F)c1 the results were proCasp3 act 2, MEP2-GFP yeast 114, LAP4-GFP MLPCN 100, GASC-1 inh -5, proCasp7 act 1, RPL19A-GFP yeast 101, CR mimetic SO 70 and AHR activator 32.

Ordered by heavy-atom count (lowest first): some entries from above
`CCN1C2=NCCCN2c2ccccc21` gave proCasp3 act 0, MEP2-GFP yeast 102, LAP4-GFP MLPCN 107, GASC-1 inh -3, proCasp7 act -3, RPL19A-GFP yeast 104, CR mimetic SO 92 and AHR activator 4.
Screening CC1CCN(C(=O)CSc2nnc(CNC(=O)COc3ccc(Cl)cc3)o2)CC1 returned proCasp3 act 0, MEP2-GFP yeast 101, LAP4-GFP MLPCN 94, GASC-1 inh -2, proCasp7 act 4, RPL19A-GFP yeast 97, CR mimetic SO 91 and AHR activator 4.
`CCc1ccc(C2c3[nH]c4ccccc4c3CCN2C(=O)c2cc[n+]([O-])cc2)cc1` (centres undefined) gave proCasp3 act -8, MEP2-GFP yeast 106, LAP4-GFP MLPCN 107, GASC-1 inh 1, proCasp7 act -9, RPL19A-GFP yeast 100, CR mimetic SO 102 and AHR activator 39.

Assay outcomes deposited in PubChem by several laboratories.
